Screening data: PubChem, several laboratories
PPARg SRC3 recr: agonists of human PPARgamma SRC-3 coactivator recruitment; activation, % at 8 µM; P37231; AID 731; hit rate 0.26% among 200,000; biochemical PPARgamma/SRC-3 coactivator recruitment assay; in the data active means activation above about 23%;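 further: 0% = DMSO and 100% = reference agonist; some compounds past the cut are filed as inactive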
PPARg SRC1 recr: promotes SRC-1 coactivator recruitment by human PPARgamma; P37231; PPARgamma-SRC-1 coactivator recruitment biochemical assay; activation, % at 8 µM; hit rate 0.41% among 200,000; AID 631; in the data active means activation above about 19%;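 further: 0% = DMSO and 100% = reference agonist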
PPARg SRC2 recr: agonists of SRC-2 recruitment by human PPARgamma | AID 1032 | P37231 | PPARgamma LBD-SRC-2 recruitment, biochemical | activation, % at 8 µM | hit rate 0.34% among 200,000; in the data active means activation above about 22%;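 further: 0% = vehicle and 100% = reference agonist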
S1P3 antag: antagonists of human S1P3 receptor. Q99500. CHO S1P3 NFAT-BLA reporter, FRET fluorescence, antagonist mode. inhibition, % at 4.98 µM. hit rate 0.27% among 170,000;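 active means inhibition above the plate cutoff, the mean inhibition of test wells on that plate plus 3 SD, cut at about 28% in these data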;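 further: cells challenged with S1P at its EC80 of 0.8 µM; blue over green emission ratio from cleaved BLA substrate after 4 h stimulation; 0% = S1P-stimulated wells and 100% = unstimulated DMSO-only wells; some compounds past the cut are filed as inactive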
Target sequence (Q99500 whole entry, looked up): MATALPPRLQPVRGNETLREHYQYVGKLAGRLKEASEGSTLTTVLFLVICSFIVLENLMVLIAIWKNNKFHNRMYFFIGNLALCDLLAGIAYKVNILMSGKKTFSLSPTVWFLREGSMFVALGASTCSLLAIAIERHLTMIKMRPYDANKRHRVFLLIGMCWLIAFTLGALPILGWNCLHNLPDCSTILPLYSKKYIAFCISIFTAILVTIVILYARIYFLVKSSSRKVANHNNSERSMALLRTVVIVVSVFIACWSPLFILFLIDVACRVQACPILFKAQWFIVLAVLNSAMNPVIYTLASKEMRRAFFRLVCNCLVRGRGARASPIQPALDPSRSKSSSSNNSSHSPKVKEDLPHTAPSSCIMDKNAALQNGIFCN
PMI activator: activators of human phosphomannose isomerase. P34949. purified human PMI, coupled resazurin fluorescence, 20 min; active compounds read high; 1 = vehicle control, 0 substrate-free wells. activation factor at 20 µM. hit rate 0.005% among 190,000. AID 1214;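 active means activation factor of 2 or more at 20 µM, relative to plate controls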
Target sequence (P34949 whole entry, looked up): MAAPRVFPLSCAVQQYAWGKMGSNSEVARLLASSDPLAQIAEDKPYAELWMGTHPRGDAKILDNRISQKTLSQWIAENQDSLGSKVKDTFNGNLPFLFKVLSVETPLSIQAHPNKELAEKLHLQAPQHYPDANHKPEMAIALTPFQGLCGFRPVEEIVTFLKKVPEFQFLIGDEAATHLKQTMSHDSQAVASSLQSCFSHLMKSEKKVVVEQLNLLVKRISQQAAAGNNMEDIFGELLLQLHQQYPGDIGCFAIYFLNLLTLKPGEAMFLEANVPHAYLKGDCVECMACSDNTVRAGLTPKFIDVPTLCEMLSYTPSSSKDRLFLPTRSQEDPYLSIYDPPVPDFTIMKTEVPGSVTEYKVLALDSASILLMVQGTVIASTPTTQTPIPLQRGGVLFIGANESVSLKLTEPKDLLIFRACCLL
PMI act hi M6P: activators of human phosphomannose isomerase at near-saturating mannose 6-phosphate; activation factor at 20 µM; coupled PMI enzyme assay, resazurin fluorescence, 20 min; active compounds read high; 1 = untreated enzyme, 0 = substrate-free blank; hit rate 0.34% among 190,000; P34949;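 active means activation factor of 2 or more at 20 µM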
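Test system: human PMI in coupled enzyme assay; Input: PMI at 15 ng/mL final; Medium: HEPES buffer, pH 7.4; Schedule: 20 min incubation at room temperature; Technique: resorufin fluorescence at Ex 544/Em 590 nm; Compound: 20 µM single dose; Probe or stimulus: Near-saturating mannose-6-phosphate, 1.0 mM.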
ROMK primary: modulates human ROMK potassium channel activity | P48048 | Tet-inducible ROMK, thallium flux fluorescence; actives lie on both sides | B-score at 10 µM | hit rate 2% among 130,000 | AID 1918;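 active means signal ratio slope over the read window, or its plate-corrected B-score, at least 3 SD from the plate mean, either direction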;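 further: B-score of the F/F0 ratio slope over 7 to 12 s after thallium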
SRC2 TRFRET art: flags TR-FRET format artefacts in PPARgamma SRC-2 recruitment agonist screen; TR-FRET artefact counter-screen; active compounds read high; TR-FRET ratio at 8 µM; hit rate 0.4% among 200,000; AID 1049; in the data active means TR-FRET ratio above about 2000; further: inactives centre near 1500
Diaph act CS: activates diaphorase or chemically reduces, flagging diaphorase assay artifacts; hit rate 0.005% among 190,000; activation factor at 20 µM; AID 1229; Diaphorase/resazurin coupled assay, resorufin fluorescence, 16 min; active compounds read high; 1 = vehicle wells, 0 = NADH-free wells;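 active means diaphorase activity raised at least twofold by the compound at 20 µM; inactive means activation factor below 2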
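Material: Purified diaphorase enzyme from Clostridium kluyveri | Buffer or medium: 50 mM HEPES pH 7.4 with 4.542 mM MgCl2, 0.005% Tween 20 | Times: 16 min enzyme reaction, ambient temperature | Signal: Red resorufin fluorescence at 544/590 nm excitation/emission | Measure: Increased resorufin signal from activators or reducing compounds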
G6PDH counter: L. mesenteroides G6PDH inhibition counter-screen. hit rate 0.12% among 200,000. inhibition, % at 5 µM. Purified L. mesenteroides G6PDH, diaphorase/resazurin coupled fluorescence, 45 min; in the data active means inhibition above about 50%
Diaphorase inh: counter-screen for diaphorase-based assays: diaphorase inhibitors and chemical oxidizers. inhibition, % at 20 µM. AID 1217. hit rate 0.69% among 190,000. diaphorase resazurin-to-resorufin fluorescence, NADH, 16 min; bacterial (C. kluyveri) enzyme, not human;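 active means primary screen inhibition at 20 µM above a set limit, cut at about 50% in these data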;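 further: plate controls were DMSO with full reaction for no effect and wells lacking NADH for full effect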
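Test system: Clostridium kluyveri diaphorase enzyme / Quantity: diaphorase at 0.14 U/mL in enzyme working solution / Incubation: 16-min room-temperature incubation before reading / Benchmarks: NADH-free wells as positive control, DMSO-only neutral wells / Signal: resorufin fluorescence 544/590 nm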
* = called active by the depositor; / = not tested or not shown.

SMILES | PPARg SRC3 recr | PPARg SRC1 recr | PPARg SRC2 recr | S1P3 antag | PMI activator | PMI act hi M6P | ROMK primary | SRC2 TRFRET art | Diaph act CS | G6PDH counter | Diaphorase inh
CC1CCCN(c2ccc(N)cc2C(N)=O)C1 (stereo not given) | 1.1 | 0.5 | -6.7 | -2.0 | 1 | 0.8 | -0.607 | 1483 | 1.1 | 13.6 | -10.4
NC(=O)[C@@H]1CCCN1Cc1nc(-c2ccccc2)no1 | 2.4 | -8.3 | -10.3 | -5.7 | 1 | 1.1 | 0.235 | 1263 | 1 | 18.3 | 2.4
COc1cccc(-c2cc3nc4c(c(NCC(C)(C)CN(C)C)n3n2)CCCC4)c1 | -1.5 | 2.7 | 1.8 | 9.5 | / | / | / | 1719 | / | 12.7 | /
Cc1noc(C)c1CSc1ccc2ccccc2n1 | 4.2 | -5.9 | 11.9 | -4.8 | 0.9 | 0.9 | / | 1584 | 0.8 | 4.1 | 17.3
COc1cccc(-n2cc3c(c2-c2ccccc2)c(=O)n(C)c(=O)n3C)c1 | -6.6 | 2.0 | -11.1 | 15.1 | 1.2 | 1 | / | 1638 | 0.9 | 7.7 | 13.2
N#C/C(=C/c1ccc(O)c([N+](=O)[O-])c1)C(=O)Nc1ccccc1 | 1.6 | -2.8 | -5.4 | -7.1 | 0.9 | 0.8 | 1.19 | 1498 | 0.9 | 9.0 | 10.1
O=C(c1ccco1)N1CCN(CC(=O)N2c3ccccc3CCc3ccccc32)CC1 | -5.2 | 0.9 | -7.5 | -16.4 | 0.8 | 0.9 | 1.19 | 1549 | 0.8 | 14.2 | 17.5
C=CCNCCCOc1ccc(Cl)cc1Br | 2.8 | 2.9 | 8.1 | -9.2 | 1.1 | 1.1 | -0.721 | 1626 | 0.9 | 5.4 | 6.8
O=C(O)Cn1c(SCc2cccc3ccccc23)nc2ccccc21 | 10.5 | 3.4 | 0.6 | / | 1.1 | 1 | / | 1446 | 1 | 7.2 | 3.4
COCCN(Cc1cc2cc3c(cc2nc1Cl)OCO3)C(=O)c1ccc(C)cc1 | 6.2 | -1.5 | 4.8 | -6.6 | / | / | 0.106 | 1451 | / | 19.3 | /
CN(C)c1nc(N)c2ncc(=S)[nH]c2n1 | 3.3 | 3.3 | 14.1 | 17.6 | 1 | 1.5 | -0.0721 | 1576 | 0.5 | 15.4 | 51.9*
COC(CNC(=O)Cc1c(C)nc2c(-c3ccccc3)c(C)nn2c1C)OC | 1.1 | 1.8 | 6.6 | -20.0 | 1 | 1.1 | 0.064 | 1673 | 0.8 | 6.0 | 22.5
CC(=O)c1c(C)[nH]c(C)c1C(C)=O | -5.0 | 0.9 | -1.5 | -0.7 | 1 | 1 | / | 1432 | 0.8 | 0.3 | 19.5
C=CCSc1nnc(NC(=O)c2cccc(S(=O)(=O)N3CCOCC3)c2)s1 | -8.2 | -1.3 | -1.2 | 2.9 | 1 | 1.1 | / | 1592 | 1 | 9.6 | -4.1
O=C1CN(C(=O)c2ccco2)c2ccccc2N1 | -2.2 | -5.7 | -0.1 | / | 1 | 0.9 | / | 1394 | 0.9 | 6.2 | 9.2
CNc1nc2ccccc2n1/N=C/c1cccc(OC)c1OC | 6.6 | 2.7 | 9.1 | / | 0.9 | 1 | / | 1581 | 1 | 6.8 | 1.0
COc1cccc(CNc2ccc([N+](=O)[O-])cc2C)c1 | 5.0 | -0.2 | -1.2 | -2.5 | 1 | 0.9 | -0.932 | 1575 | 0.9 | 4.7 | 12.3
Cc1ccc(CNS(=O)(=O)c2ccc3oc(C(=O)O)c(C)c3c2)cc1 | -3.1 | 5.4 | 0.2 | -7.9 | 1 | 1 | / | 1495 | 0.9 | -0.1 | 6.0
COc1ccccc1N1CCN(C(=S)Nc2ccc(S(=O)(=O)N3CCOCC3)cc2)CC1 | -4.3 | 2.8 | -1.2 | -5.8 | 0.9 | 1 | -0.0924 | 1470 | 0.8 | 2.8 | 23.0
Cc1ccccc1OCc1nnc2c3cnn(C)c3ncn12 | -1.9 | -2.6 | 2.8 | -4.3 | 1.1 | 1.1 | / | 1419 | 1.2 | 15.4 | -21.7
CCOC(=O)C1(C(F)(F)F)N=C(c2cccnc2)OC(N2CCCCC2)=N1 (stereo not given) | 3.1 | 6.3 | 4.3 | -9.3 | 1.1 | 1.1 | 0.826 | 1519 | 0.9 | 3.8 | 5.6
O=C(c1ccc(Nc2cccc(C(F)(F)F)c2)nc1)N1CCCC1 | 7.5 | 0.0 | -4.8 | -18.1 | 1 | 0.9 | -0.333 | 1376 | 0.9 | 2.2 | 11.5
CC(C)CC(=O)NCC(C)NC(=O)CC(C)C (stereo not given) | -4.8 | -4.6 | -3.9 | -12.3 | 1 | 1 | / | 1495 | 1.1 | -0.1 | -9.9
COCCNC(=O)COc1cccc2c1OC(C)(C)C2 | -2.9 | 1.6 | 1.8 | 0.3 | 1.1 | 1.1 | 0.857 | 1558 | 1 | -1.7 | 2.2
CCOC(=O)NC(=O)c1cn(C(CC)CO)c(=O)[nH]c1=O (stereo not given) | -3.1 | -2.2 | -5.4 | -16.6 | 1 | 1 | 1.52 | 1482 | 1 | 6.8 | -2.1
SMILES | PPARg SRC3 recr | PPARg SRC1 recr | PPARg SRC2 recr | S1P3 antag | PMI activator | PMI act hi M6P | ROMK primary | SRC2 TRFRET art | Diaph act CS | G6PDH counter | Diaphorase inh
Cc1cc(C)c2c(n1)nn1c(N3CCOCC3)cc(C)nc21 | 7.2 | 1.4 | 2.3 | 18.1 | / | / | -0.977 | 1471 | / | / | /
COc1ccccc1NC(=S)Nc1ccccc1F | 2.7 | 7.0 | 4.8 | / | 0.9 | 0.9 | / | 1505 | 0.9 | -14.9 | 9.8
O=C(N=c1ccn(-c2nc3ccccc3nc2NS(=O)(=O)c2ccccc2)cc1)c1cccs1 | 2.5 | 0.6 | -2.1 | -3.1 | 0.9 | 1 | 0.379 | 1576 | 0.9 | -7.0 | 8.3
Cc1ccc(C(=O)O/N=C2\CCSc3ccc(C)cc32)cc1 | 14.1 | -2.7 | 8.9 | / | 0.9 | 0.9 | / | 1812 | 0.8 | -40.2 | 17.6
Cc1ccc(C(=O)C(NC(=O)c2ccco2)N2CCOCC2)cc1 (stereo not given) | 8.7 | 0.6 | 5.9 | / | 0.9 | 0.9 | / | 1413 | 0.8 | 26.2 | 16.2
COc1ccc(CCNC(=O)CSc2nncn2N)cc1OC | -9.0 | 1.4 | -5.0 | 6.0 | 0.8 | 0.9 | / | 1455 | 0.9 | 11.5 | 14.9
Cc1cccn2c(CN(C)CCC3CCCCO3)c(C(=O)N3CCCCC3)nc12 (stereo not given) | 0.4 | 1.3 | -5.3 | 3.7 | 0.8 | 0.8 | -0.297 | 1398 | 0.8 | 17.6 | 21.9
O=C(NCCNc1ccc([N+](=O)[O-])cc1)c1ccco1 | 0.9 | 5.0 | 0.2 | 19.2 | 1 | 1 | 0.38 | 1556 | 0.9 | 6.0 | 10.3
COc1ccc2[nH]c(=O)c(CN(CC3CCCO3)S(=O)(=O)c3ccccc3)cc2c1 (stereo not given) | 4.2 | 10.4 | 1.4 | -4.5 | 0.9 | 0.9 | / | 1637 | 0.8 | 16.6 | 18.9
CC(C)(C)C1CCc2c(sc(NC(=O)C3CCCO3)c2C(N)=O)C1 (stereo not given) | -1.6 | -7.2 | 3.1 | / | 1 | 1 | / | 1506 | 0.8 | 10.3 | 15.7
CCN(CC)CC#CCC(C)(c1ccccc1)c1ccccc1 | 5.5 | -5.7 | -2.9 | / | 0.9 | 1 | -0.896 | 1535 | 0.9 | 7.3 | 9.1
COCCn1nnnc1CN1CCC(NC(=O)Nc2cccc(OC)c2)CC1 | -1.5 | 4.6 | 1.8 | -9.7 | 0.9 | 0.9 | / | 1553 | 0.9 | 7.6 | 12.0
CC1(C)Cc2ccccc2C(NNC(=O)c2cccnc2)=N1 | 5.2 | 1.3 | -0.3 | / | 1.2 | 1.1 | 0.00763 | 1592 | 1 | 11.9 | -1.8
O=C(NC(CO)c1ccccc1)c1ccco1 (stereo not given) | 1.6 | 4.1 | 12.1 | / | 1 | 1.1 | -0.696 | 1707 | 0.9 | 8.3 | 5.4
CSCC[C@H](NC(=O)OC(C)(C)C)c1nnc(SCC=C(C)C)o1 | 14.2 | 2.6 | 5.0 | -7.5 | 1 | 1 | -1.12 | 1477 | 0.8 | 12.8 | 19.3
Cc1ccc2c(Cl)cc(Cl)c(OCC(=O)NCc3ccco3)c2n1 | -8.5 | 0.8 | 0.8 | / | 0.9 | 1.1 | 0.592 | 1500 | 0.5 | 27.8 | 54.1*
Cc1ccc(NC(=O)C(OC(=O)c2ccc(C=O)cc2)c2ccccc2)cc1Cl (stereo not given) | 1.7 | 7.1 | -6.3 | 29.6* | 0.8 | 0.9 | / | 1608 | 0.9 | -12.7 | 6.4
CC(C)COc1ccc(C(=O)OC2CC(C)(C)OCC2CN(C)C)cc1 (stereo not given) | 7.6 | 14.6 | 1.5 | -24.3 | 1 | 1 | -3.7* | 1394 | 0.9 | 6.4 | 9.5
COc1cc(/C=C2/NC(=O)N(Cc3ccccc3F)C2=O)ccc1Oc1ccc([N+](=O)[O-])cn1 | 3.4 | -0.2 | -16.2 | -10.7 | 1 | 0.9 | / | 1352 | 0.8 | -10.6 | 15.3
O=c1c2c3c(sc2nc2n1CCCS2)CCCC3 | -7.4 | 5.1 | 14.2 | / | 1.1 | 1.1 | / | 1673 | 1.2 | 13.4 | -15.2
COc1ccc(C(C)NC(=O)c2ccoc2C)cc1OC (stereo not given) | 14.4 | 3.5 | -1.6 | 8.3 | 0.9 | 0.9 | / | 1523 | 0.9 | -21.7 | 12.5
CCCc1nn(-c2cc(Cl)ccc2OC)c2c1C(=O)CCC2 | 2.5 | -1.6 | 3.6 | / | 0.9 | 0.9 | / | 1493 | 0.9 | 5.9 | 12.3
CC1(C(=O)Nc2ccc3ccccc3c2)CC1(Br)Br (stereo not given) | -0.3 | 5.0 | -1.3 | -11.9 | 0.9 | 0.7 | -1.45 | 1561 | 0.7 | 7.3 | 26.8
CC1CCN(C(=O)CNC(=O)Cc2ccccc2)CC1 | -7.1 | -3.1 | -8.4 | -18.2 | 1.1 | 1.1 | 0.0101 | 1687 | 1 | 14.2 | 0.8

Two compounds from above with just PPARg SRC3 recr and Diaphorase inh:
mol | PPARg SRC3 recr | Diaphorase inh
COc1ccc(C(C)NC(=O)c2ccoc2C)cc1OC (stereo not given) | 14.4 | 12.5
CCCc1nn(-c2cc(Cl)ccc2OC)c2c1C(=O)CCC2 | 2.5 | 12.3
